# ERp5 inh – inhibitors of ERp5-driven insulin aggregation, primary screen, biochemical, turbidity, absorbance 650 nm, single point | AID 651711, 2012 | actives 0.05% (n = 350,000) | 90 min | inhibition, % at 9.99 µM | Protein disulfide-isomerase A6 (Homo sapiens), Q15084;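 active means mean replicate inhibition above about 25%, with every replicate also reaching it, limit read from the data, passing the limit was not always enough; inconclusive means only one of those two criteria met; inactive means neither criterion met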
# Target sequence (Q15084 whole entry, looked up): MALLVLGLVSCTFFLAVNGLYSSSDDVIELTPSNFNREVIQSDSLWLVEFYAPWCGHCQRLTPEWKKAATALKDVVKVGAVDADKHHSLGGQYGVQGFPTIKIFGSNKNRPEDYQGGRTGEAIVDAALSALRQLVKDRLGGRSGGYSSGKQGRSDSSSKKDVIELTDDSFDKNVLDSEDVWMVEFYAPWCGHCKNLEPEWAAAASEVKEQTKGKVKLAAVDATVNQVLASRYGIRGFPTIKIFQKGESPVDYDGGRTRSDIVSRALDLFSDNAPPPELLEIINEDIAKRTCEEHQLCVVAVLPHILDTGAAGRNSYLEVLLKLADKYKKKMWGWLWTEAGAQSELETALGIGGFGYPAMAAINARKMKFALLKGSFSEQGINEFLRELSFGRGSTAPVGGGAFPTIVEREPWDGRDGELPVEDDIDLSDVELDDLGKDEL
# S100A4 MyoIIA – inhibitors of S100A4-myosin IIA peptide binding, primary screen, biochemical, fluorescence polarization, TAMRA-MyoIIA peptide | Protein S100-A4 (Homo sapiens), P26447 | inhibition, % at 10.7 µM | actives 0.14% (n = 360,000) | AID 652163, 2013;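 active means mean inhibition of at least 70% across replicates, with every replicate also reaching that level; inconclusive means mean inhibition reaches 70% but some replicates fall short; inactive means mean inhibition below 70%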
#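 Material: S100A4 monomer protein | Medium: HEPES pH 7.2 with CaCl2, KCl, NaCl, DTT, Triton | Reagent: Labelled myosin peptide probe, 5 nM | Doses: One dose per compound | Times: 5 min incubation before reading | Benchmarks: Neutral control DMSO, positive control TFP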
# PglD DTNB – C. jejuni PglD acetyltransferase inhibitors, primary screen, biochemical, DTNB colorimetric, single point | UDP-N-acetylbacillosamine N-acetyltransferase PglD (Campylobacter jejuni) | actives 0.098% (n = 360,000) | inhibition, % at 12.5 µM | purified PglD enzyme, DTNB colorimetric CoA detection; in the data active means inhibition above about 16%, passing the limit was not always enough; inconclusive means no clear call, values can overlap the other calls; further: strong numbers were not always called active
# SIRT5 block – SIRT5 desuccinylase inhibitors, primary screen, biochemical, fluorescence imaging, single point, set 5; NAD-dependent protein deacylase sirtuin-5, mitochondrial (Homo sapiens), Q9NXA8; Purified SirT5, succinyl-peptide AMC, trypsin-coupled fluorescence; inhibition, % at 15 µM; actives 1.1% (n = 330,000); AID 652115, 2013; in the data active means inhibition above about 15%; inconclusive means no clear call, values can overlap the other calls
# DENV2 CPE rescue – inhibitors of DENV2 cytopathic effect, primary screen, cell-based, plate reader, single concentration. actives 1.7% (n = 350,000). DENV2-infected cells, cytopathic effect rescue. AID 651640, 2012. CPE inhibition, % at 9.99 µM; in the data active means CPE inhibition above about 20%, passing the limit was not always enough; inconclusive means no clear call, values can overlap the other calls; tested in BHK-21 cells;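 further: 0% = median of neutral control wells and 100% = median of positive control wells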
# E-sel inducer – E-selectin induction in HUVECs, primary screen, imaging, HUVEC, immunofluorescence imaging, single point | activation, % at 7.58 µM | AID 686992, 2013 | normalized: neutral wells 0, TNF-alpha wells 100 | actives 0.37% (n = 260,000);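 active means mean E-selectin-positive cell signal at least 10% of the positive control, reached in at least 60% of replicates, without over 20% cell loss; inconclusive means no rule given, readout overlaps actives, possibly toxicity-flagged; inactive means the rest, including those meeting only one limit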;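 further: in these data hits start at about 27%; measured in HUVEC primary endothelial cells; signal is the percent of cells scored E-selectin positive by PE staining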
# Target sequence (P16581 whole entry, looked up): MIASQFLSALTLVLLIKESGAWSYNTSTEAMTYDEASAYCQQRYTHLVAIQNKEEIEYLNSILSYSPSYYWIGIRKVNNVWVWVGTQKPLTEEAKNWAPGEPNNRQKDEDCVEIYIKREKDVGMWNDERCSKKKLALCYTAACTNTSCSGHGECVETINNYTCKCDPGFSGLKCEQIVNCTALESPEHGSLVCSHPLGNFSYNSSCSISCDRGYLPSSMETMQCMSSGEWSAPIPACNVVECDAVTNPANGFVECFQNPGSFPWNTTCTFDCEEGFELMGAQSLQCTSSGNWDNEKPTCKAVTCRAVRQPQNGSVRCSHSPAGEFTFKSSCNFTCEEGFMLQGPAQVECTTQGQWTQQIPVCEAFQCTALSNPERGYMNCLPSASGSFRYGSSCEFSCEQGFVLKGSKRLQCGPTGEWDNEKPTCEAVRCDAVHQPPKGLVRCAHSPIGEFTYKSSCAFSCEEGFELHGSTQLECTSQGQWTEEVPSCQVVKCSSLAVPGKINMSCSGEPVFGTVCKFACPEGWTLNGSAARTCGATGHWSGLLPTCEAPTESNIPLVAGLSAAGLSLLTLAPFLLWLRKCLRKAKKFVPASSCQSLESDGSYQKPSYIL
#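 Test system: HUVEC; input: 3,000 HUVEC/well; measured by: immunofluorescence imaging; read-out: % PE-positive cells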
# C2C12 statin – suppressors of statin myotoxicity in C2C12 myotubes, primary screen, cell-based, single point, plate reader; C2C12 myotubes + simvastatin, ATP luminescence, 48 h; scaled: DMSO 0, geranylgeraniol control 100; rescue of ATP level, % at 7.49 µM; actives 0.78% (n = 330,000);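 active means mean ATP rescue above about 67%, or every replicate alone reaching that limit, limit read from the data, passing the limit was not always enough; inconclusive means no clear call, values can overlap the other calls; inactive means mean under the limit and some replicate under it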;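 further: myotubes were challenged with 10 µM simvastatin during compound exposure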
# The depositor's hits bear a star; u = inconclusive; x = no result given; & = joins results of further samples. These rows are one share of the data; rates above refer to the full screens.
SMILES,ERp5 inh,S100A4 MyoIIA,PglD DTNB,SIRT5 block,DENV2 CPE rescue,E-sel inducer,C2C12 statin
Cc1ccc(S(=O)(=O)NC2CC(C)(C)NC(C)(C)C2)cc1C,0.1,-2.7,1.3,2.4,-7.9,x,-2.1
CC(C)COC(=O)N(C)C[C@@H]1OCc2ccccc2-c2c(n(C)c3ccccc23)C(=O)N([C@H](C)CO)C[C@@H]1C,4.1,7.9,-4.4,8.9,-0.7,-0.1,-4.0
CC(Nc1n[nH]c(=O)[nH]c1=O)C(=O)N/N=C/c1ccccc1 (stereo not given),3.3,7.5,x,-3.4,-4.4,3.0,3.2
CC1=CC(C)C2C(=O)N(c3ccccc3)NC(=O)C2C1 (stereo not given),5.9,2.6,4.5,-8.9,u,0.1,x
C[C@H]1CN([C@@H](C)CO)C(=O)CCCn2nncc2CO[C@H]1CN(C)C(=O)c1cc(-c2ccccc2)on1,-2.9&-1.7,5.7&11.2,-0.9&-0.4,-11.4&-1.2,-5.4&0.1,x,-1.1&0.7
Cc1cc(C)c(C#N)c(SCC(=O)C2CC2)n1,7.5,1.2,8.3,0.6,-2.8,x,x
O=C(C1CCOCC1)N1CC2(C1)[C@H](c1ccccc1)[C@@H](CO)N2C(=O)CC1CC1,3.1,2.0,x,-3.9,3.3,-0.1,x
O=C(Nc1ccccc1NS(=O)(=O)c1ccc(F)cc1)C1CCC1,1.4,-5.2,-6.8,x,5.9,3.7,-1.8
CC1CCCC(C)N1/N=C/c1cccc(Br)c1 (stereo not given),2.5,2.6,2.7,-2.3,4.0,x,-5.2
Cc1cccc(-c2ncc(CN3CCC(CO)(CCCc4ccccc4)CC3)cn2)c1,-2.2,2.3,x,-2.6,x,1.0,9.6
O=C(NC1CCC1)[C@H]1[C@H](CO)[C@H]2Cn3c(ccc(C4=CCCC4)c3=O)[C@H]2N1C(=O)C1CCC1,-1.5,-10.1,x,-16.8,-3.3,-0.1,x
COc1ccccc1C#Cc1ccc2c(c1)[C@H]1[C@H](CCN1C(=O)c1ccncc1)[C@@H](CO)N2,-0.6,3.4,x,3.2,-6.9,0.4,x
O=C(COc1ccc2c3c(c(=O)oc2c1)CCC3)NCCCN1CCOCC1,-6.3,6.1,-3.5,-3.5,3.8,0.4,-4.1
COC(=O)c1scc(C)c1S(=O)(=O)Nc1ccc(C)cc1,1.7,-1.9,x,-0.2,-3.5,10.7,x
O=C(CCC(=O)N1CCOc2ccccc21)Nc1ccc(F)cc1F,-2.0,0.3,0.2,1.4,-7.2,x,11.1
COCC(=O)Nc1ccc2c(c1)[C@@H]1C[C@H](CC(=O)N3CCc4ccccc4C3)O[C@H](CO)[C@@H]1O2,-7.4,-5.2,1.2,-2.5,-1.2,0.0,-1.4
O=S(=O)(NCc1ccc2c(c1)OCO2)c1c(F)cc(F)cc1Br,-3.1,-2.3,-1.1,2.6,-2.9,x,-3.1
N/C(=N\OC(=O)c1ccccc1Br)c1ccc([N+](=O)[O-])cc1,-2.1,-0.9,-0.2,-1.2,-3.9,0.0,-5.1
CCOC(=O)CN1CC23C=CC(O2)C(C(=O)NCCc2ccccc2)C3C1=O (stereo not given),-0.2,24.1,3.8,x,21.8*,x,0.3
COc1cccc(S(=O)(=O)N[C@@H]2C=C[C@@H](CC(=O)NC3CCC3)O[C@H]2CO)c1,-0.3,6.0,0.2,1.0,2.1,0.1,-5.5
COCC(=O)N1CC(=O)N2[C@H](CO)[C@@H](c3ccc(-c4cccnc4)cc3)[C@H]2C1,18.4,2.9,x,-2.8,-3.3,0.6,x
C[C@H]1CN([C@@H](C)CO)C(=O)CCCn2cc(nn2)CO[C@H]1CN(C)S(=O)(=O)c1ccc(-c2ccccc2)cc1,1.8,-0.2,-0.6,1.1,-8.9,-0.1,46.8
CCc1cc2c(nc1CC)CCCN2S(=O)(=O)c1c(C)noc1C,2.5,0.2,x,x,-1.7,0.1,x
Cc1ccc(S(=O)(=O)NC(=O)Nc2ccccc2)cc1,-1.9,-0.9,x,-2.2,-0.9,-0.9,x
COc1cccc(CN2CCCC(N3CCc4ccccc4C3)C2)c1O (stereo not given),1.6,0.9,6.1,-1.0,5.4,x,4.5
COc1cccc(NC(=O)CN(C)C(=O)Cc2ccc3c(c2)OCCO3)c1,-6.2,-2.6,-4.7,1.4,41.7*,3.7,0.6
NS(=O)(=O)c1ccc(N/N=C/c2ccc(C(=O)O)cc2)c([N+](=O)[O-])c1,0.6,0.0,0.4,7.6,-1.3,0.1,x
CS(=O)(=O)Nc1ccc2c(c1)[C@H]1C[C@H](CC(=O)NCCc3ccccc3)O[C@@H](CO)[C@H]1O2,1.0,-6.9,-2.2,-0.7,1.5,0.0,-3.5
CC1(c2nnc(-c3cccc(Cl)c3)o2)CC(c2ccccc2Br)=NO1 (stereo not given),3.4,0.3,-3.8,-3.3,0.7,-0.3,5.9
CC(=O)N1CCc2cc(C(=O)CN3CCN(c4cccc(Cl)c4)CC3)ccc21,0.7,-3.7,1.7,1.5,-2.0,x,7.0
COc1ccc(-c2nc3ncccc3o2)cc1NC(=O)c1cccs1,0.9,12.5,-1.6,-2.1,12.0,x,-53.0
C[C@H](CO)N1C[C@H](C)[C@@H](CN(C)Cc2ccc(-c3ccccc3)cc2)Oc2ccc(NS(=O)(=O)c3ccc(F)cc3)cc2C1=O,-0.6,-7.3,0.6,4.2,0.6,1.2,36.0
COc1ccccc1S(=O)(=O)Nc1ccc2c(c1)C(=O)N(C)C[C@H](OC)[C@H](C)CN[C@@H](C)CO2,0.1,33.0,-1.9,1.9,3.0,-0.1,-6.7
C[C@H]1CN([C@@H](C)CO)C(=O)Cc2cc(NC(=O)Nc3ccc4c(c3)OCO4)ccc2O[C@H]1CN(C)S(=O)(=O)c1ccccc1,-2.8,2.3,x,4.7,5.3,0.7,-120.1
COn1c(=O)c(-c2cccc(Br)c2)[n+]([O-])c2ccccc21,-0.7,-8.8,-5.1,0.6,-0.8,0.1,5.6
C=CCOC(=O)/C=C/C(=O)NC(N)=O,-0.2,0.3,-5.1,1.5,1.8,x,5.2
Cn1c(N)cc(-c2ccc(F)cc2)c(C#N)c1=O,-2.1,-5.8,x,2.7,x,0.3,x
COc1ccccc1CNC(=O)C1(C)CCN1C(=O)Cc1ccc(-c2ccccc2)cc1 (stereo not given),-3.9,-3.1,10.7,x,-12.1,-0.2,-2.1
c1c(CC2CCCC2)nnn1C[C@H]1CC[C@@H]([C@@H]2CC[C@H](Cn3cc(CC4CCCC4)nn3)O2)O1,1.4,-4.3,-2.5,-6.0,-7.0,0.1,0.7
O=c1[nH]c(/C=C/c2ccc(Cl)cc2Cl)c([N+](=O)[O-])c(=O)[nH]1,4.1,4.0,-1.2,2.5,4.0,x,-9.9
O=C(O)CCc1ccc(-c2ccc(Cl)cc2)n1CC(=O)O,-0.9,-8.9,-0.7,-0.2,-4.6,x,-17.1
CCCN1C[C@H](C)[C@H](OC)CN(C)C(=O)c2cc(NC(=O)c3ccc(F)cc3)ccc2OC[C@H]1C,-2.4,11.7,0.4,16.2*,-0.4,0.1,-3.7
CCNC(=O)[C@H]1[C@H](CO)[C@H]2Cn3c(ccc(-c4cccc(F)c4)c3=O)[C@@H]1N2C(=O)c1cnccn1,-6.1,-8.5,1.6,3.3,-0.7,-0.1,6.7
CC(C)NC(=O)N(C)C[C@@H]1Oc2c(NS(=O)(=O)c3ccc(F)cc3)cccc2C(=O)N([C@H](C)CO)C[C@@H]1C,2.2,-0.7,-0.5,-1.5,-0.4,-0.2,-6.4
C[C@H]1CN([C@@H](C)CO)C(=O)c2cc(NC(=O)Cc3ccccc3)ccc2O[C@H]1CN(C)S(=O)(=O)c1cn(C)cn1,11.3,-3.2,1.3,-0.3,8.4,0.1,-46.0
CC(=O)N(C)C[C@@H]1Oc2cc(C#Cc3ccc(F)cc3)ccc2S(=O)(=O)N([C@H](C)CO)C[C@@H]1C,-0.1,7.2,14.6,0.3,-2.0,0.0,2.5
CC1CCC(NC(=O)CCS(=O)(=O)c2ccc3c(c2)NC(=O)CS3)CC1 (stereo not given),6.2,0.1,2.9,-2.1,6.1,0.2,-1.0
O=S(=O)(Nc1cccc(F)c1)c1cccc2nsnc12,-9.0,-0.7,-1.8,-0.8,7.9,0.8,1.5
O=C(COC(=O)CNC(=O)c1ccc(Cl)cc1Cl)NCc1ccco1,3.2,-4.4,-0.5,5.3,-0.1,x,5.6
Cc1ccc(S(=O)(=O)N2CCC(=O)N(CCOCc3cccc(Cl)c3)CC2)cc1,x,x,-2.1,x,x,0.0,5.6
# Additional entries follow.
SMILES,ERp5 inh,S100A4 MyoIIA,PglD DTNB,SIRT5 block,DENV2 CPE rescue,E-sel inducer,C2C12 statin
CCOC(=O)[C@]12CCCC=C1N(Cc1cccc3ccccc13)C(=O)[C@H](CC(=O)NCc1ccccc1)C2,1.3,-2.4,x,-7.5,2.1,x,x
Cc1nn(C(C)C(=O)NCCC2=CCCCC2)c(=O)c2nn(-c3ccccc3)c(C)c12 (stereo not given),x,6.7,5.4,-1.7,4.6,-1.4,9.1
COc1cc(NC(=S)NC(C)(C)C)c(OC)cc1Cl,2.2,1.4,x,-1.4,15.9,x,x
Cc1cccn2c(=O)c3cc(C(=O)NCCc4ccccc4)sc3nc12,1.9,2.1,-5.7,0.0,4.0,x,-45.0
CCCCCCCCCCC(C(=O)O)C1(C(=O)O)CCC(=O)O1 (stereo not given),0.4,-3.4,1.4,1.5,0.8,x,1.6
CC(C)[C@H](NC(=O)N1CCn2c1nc1ccccc12)C(=O)NC1CC1,-8.1,1.4,-3.7,4.9,-3.3,x,9.0
CC1=CC(C)(C)N(C(=O)CNC2CCCCC2)c2cc(C)ccc21,-0.8,0.0,-2.7,-3.5,-0.1,x,-19.5
COc1ccccc1N(CC(=O)NC1CCCC1)C(=O)CNC(=O)c1cccs1,5.6,-5.9,-1.2,-1.4,2.2,x,-1.0
COC(=O)CSc1nc(C)cc(N2CCOCC2)n1,0.1,-16.9,x,-1.3,6.5,x,x
COCCN(C(=S)Nc1ccc(C)c(C)c1)C(C)c1ccco1 (stereo not given),-3.4,9.8,-4.0,-0.9,17.6,-0.3,-2.3
CCCNC(=O)C[C@@H]1CC[C@@H]2[C@H](COc3ccc(NC(=O)C4CCOCC4)cc3C(=O)N2C)O1,-0.4,9.1,18.9,6.1,11.7,0.0,-7.2
O=C(COC(=O)c1cc([N+](=O)[O-])ccc1NCCO)Nc1cccnc1Cl,-5.0,-2.9,-2.7,x,6.1,0.7,1.1

# 5 compounds from above, sorted by number of heavy atoms, low to high:
SMILES,ERp5 inh,S100A4 MyoIIA,PglD DTNB,SIRT5 block,DENV2 CPE rescue,E-sel inducer,C2C12 statin
COC(=O)CSc1nc(C)cc(N2CCOCC2)n1,0.1,-16.9,x,-1.3,6.5,x,x
CCCCCCCCCCC(C(=O)O)C1(C(=O)O)CCC(=O)O1 (stereo not given),0.4,-3.4,1.4,1.5,0.8,x,1.6
Cc1cccn2c(=O)c3cc(C(=O)NCCc4ccccc4)sc3nc12,1.9,2.1,-5.7,0.0,4.0,x,-45.0
O=C(COC(=O)c1cc([N+](=O)[O-])ccc1NCCO)Nc1cccnc1Cl,-5.0,-2.9,-2.7,x,6.1,0.7,1.1
CCCNC(=O)C[C@@H]1CC[C@@H]2[C@H](COc3ccc(NC(=O)C4CCOCC4)cc3C(=O)N2C)O1,-0.4,9.1,18.9,6.1,11.7,0.0,-7.2
